Source: PubChem BioAssay
Giardia FBPA inh – qHTS Assay for Inhibitors of Fructose-1,6-bisphosphate Aldolase from Giardia Lamblia | purified Giardia FBPA | Potency, µM (series often up to 59.6 µM), inactives show at the top dose activity, negative = inhibition, most hits filed as inhibitors | hit rate 0.71% among 290,000 | AID 2451, 2010; further: potency means the concentration at half of the fitted maximal effect; on the % scale 0 is the no-effect control and ±100 the full control effect; nearly all actives have a fitted effect of over 55% in size
Target sequence (A8B2U2 whole entry, looked up): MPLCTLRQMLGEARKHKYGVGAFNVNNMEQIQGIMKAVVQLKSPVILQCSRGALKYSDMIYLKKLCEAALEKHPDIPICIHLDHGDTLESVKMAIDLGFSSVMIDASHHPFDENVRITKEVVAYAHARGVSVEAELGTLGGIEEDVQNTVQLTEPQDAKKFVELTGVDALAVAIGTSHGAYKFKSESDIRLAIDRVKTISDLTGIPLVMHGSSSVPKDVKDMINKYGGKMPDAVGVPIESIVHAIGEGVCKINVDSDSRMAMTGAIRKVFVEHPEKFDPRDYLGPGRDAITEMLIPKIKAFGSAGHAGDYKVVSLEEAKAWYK
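40 nM FBPA preincubated 10 min at RT with compound (up to 57.5 uM final), then substrate plus GAPDH/TPI/NAD/arsenate coupling and diaphorase/resazurin added. Fluorescence read after 20 min at RT, 525/598 nm.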
AmpC detergent – qHTS Inhibitors of AmpC Beta-Lactamase (assay with detergent); AmpC hydrolysis of nitrocefin, absorbance 480 nm, 0.01% Triton; P00811; hit rate 0.041% among 370,000; Potency, µM (titrated, usually from 114 µM), without a hit: at the top dose activity change, negative = inhibition, actives largely listed as inhibitors;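 further: potency means the concentration at half of the fitted maximal effect; 0% = no-compound wells and -100% = no-enzyme wells; nearly all actives have a fitted effect of over 25% in size; some results filed as inactive show a strong effect at the top dose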
Target sequence (P00811 whole entry, looked up): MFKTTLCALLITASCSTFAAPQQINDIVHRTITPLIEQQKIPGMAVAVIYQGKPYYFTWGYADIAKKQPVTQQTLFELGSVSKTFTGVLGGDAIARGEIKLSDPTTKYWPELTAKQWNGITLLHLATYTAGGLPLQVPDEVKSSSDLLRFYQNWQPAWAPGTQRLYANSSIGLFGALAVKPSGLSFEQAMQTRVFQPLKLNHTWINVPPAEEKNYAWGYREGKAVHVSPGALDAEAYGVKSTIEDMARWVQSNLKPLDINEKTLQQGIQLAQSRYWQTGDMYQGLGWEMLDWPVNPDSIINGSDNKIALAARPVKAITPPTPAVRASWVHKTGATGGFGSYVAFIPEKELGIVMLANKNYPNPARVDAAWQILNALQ
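20 mM phosphate pH 7.0 + 0.01% (detergent screen) or 0.0001% Triton X-100; 5.3 nM AmpC reagent; cpd preinc 15 min RT; nitrocefin (800 uM stock) to start; A480 q20 s × 4 min; Activity was normalised to no-enzyme and no-compound control wells.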
Shiga toxin inh – A qHTS for Small Molecule Inhibitors of Shiga Toxin | Vero cells, Shiga toxin protein synthesis inhibition reporter | inhibition, % at 38.7 µM | hit rate 9.2% among 290,000; in the data active means inhibition mostly above about 28%, no sharp cut-off; inactive means mostly below about 43%; further: 0% is about no effect
AmpC no deterg – qHTS Inhibitors of AmpC Beta-Lactamase (assay without detergent) | AID 485341, 2010 | AmpC nitrocefin hydrolysis, absorbance 480 nm, 0.0001% Triton | hit rate 0.52% among 330,000 | Potency, µM (highest dose often 57.1 µM), for the others: at the top dose activity change, negative = inhibition, usual class: inhibitors | P00811;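 further: potency means the concentration at half of the fitted maximal effect; plate controls were no compound for no effect and no enzyme for full effect; nearly all actives have a fitted effect of over 20% in size; some results filed as inactive show a strong effect at the top dose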
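20 mM phosphate pH 7.0 + 0.01% (detergent screen) or 0.0001% Triton X-100; 5.3 nM AmpC reagent; cpd preinc 15 min RT; nitrocefin (800 uM stock) to start; A480 q20 s × 4 min; Activity was normalised to no-enzyme and no-compound control wells.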
CHX counter – Cycloheximide Counterscreen for Small Molecule Inhibitors of Shiga Toxin; hit rate 12% among 300,000; AID 2314, 2010; max response, %; cell reporter, cycloheximide protein synthesis inhibition counterscreen; in the data active means max response mostly above about 13%, no sharp cut-off; inactive means mostly below about 14%; further: read at 38.3 µM for the half of the compounds with a filed dose; 0% is about no effect
AMA1 RON2 block – qHTS for Inhibitors of AMA1-RON; Towards Development of Antimalarial Drug Lead: Primary Screen. Plasmodium falciparum AMA1 (3D7) - RON2 peptide interaction. AlphaScreen AMA1-biotinylated RON2 peptide binding. Potency, µM (series often up to 58.2 µM), inactives show at the highest dose activity change, negative = inhibition, hits mostly inhibitors. hit rate 0.2% among 360,000. AID 720542, 2013;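 further: potency means the concentration at half of the fitted maximal effect; 0% = vehicle wells and -100% = peptide control; nearly all actives have a fitted effect of over 45% in size; some results filed as inactive show a strong effect at the top dose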
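AMA1 (3D7) with his tag at 25 nM final met compounds first, then biotinylated RON2 peptide at 25 nM; detection used donor plus acceptor beads, 10 µg/mL apiece, read by AlphaScreen after 30 min at room temperature.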
HCMV antiviral – qHTS Assay for inhibitors of the human cytomegalovirus (HCMV); activity change, negative = inhibition, % at 57.5 µM; hit rate 4.5% among 410,000; AID 1259415, 2018; HFF cells, HCMV-luciferase reporter, 72 h; hits give low values; in the data active means activity change below about -60%; inconclusive means no clear call, values can overlap the other calls; inactive means above about -39%; further: on the % scale 0 is the no-effect control and ±100 the full control effect
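Compounds were evaluated in HFFs infected with an HCMV luciferase reporter virus (MOI 1 PFU/cell). Luciferase in lysates collected 72 h post infection served as the replication measure.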
Starred values were filed as active, the others as inactive; u = inconclusive; x = not tested or not shown; + = active, no number; & = joins results of further samples; [ ] = remark or other dose. Unless noted, the call rests on the fitted dose curve; in most records, active means well fitted curve in the direction sought with a large enough effect; inconclusive means small, poorly fitted or top-dose-only effect, or another doubt; inactive means no such curve, though single readings can be large; an effect the other way counts as inactive or inconclusive.

SMILES	Giardia FBPA inh	AmpC detergent	Shiga toxin inh	AmpC no deterg	CHX counter	AMA1 RON2 block	HCMV antiviral
O=C(Nc1ccc(-n2cccn2)cc1)C1CCN(Cc2ccsc2)CC1	x	-13%	-3	-26%	1	3%	u
CC(=O)Nc1ccc(S(=O)(=O)NCC(=O)OCC(=O)c2ccc[nH]2)cc1	x	x	x	-17%	x	-1%[11.6 µM]	34
Cn1nc(-c2ccc(Cl)cc2)c2cc(C(=O)N3CCN(c4ccccc4)CC3)sc21	-5%	u	-16	-9%	-3	-1%	17
COc1ccccc1C(c1nnnn1CC1CCCO1)N1CCC(C(N)=O)CC1 (stereo not drawn)	-21%	u	22	-13%	-2	23%	16
Cc1ccc(NS(=O)(=O)c2ccc(CCC(=O)NCc3ccccn3)cc2)cc1	3%	5%	-11	21%	5	42%[activator]	-24
COc1ccc(-c2csc3nc(-c4ccccc4)oc(=O)c23)cc1OC	-1%	1%&-2%	3	-24%	8	-12%	u
CCN(CC(=O)Nc1c(F)cccc1F)C(=O)CCCOc1ccc(OC)cc1	x	u	x	36%	x	31%[activator]	-25
O=C(NCCCN1CCOCC1)c1ccc(Sc2ccccc2Cl)c([N+](=O)[O-])c1	7%	-20%	-13	16%	-5	-7%	u
COc1ccc(/C=C(\C#N)C(=O)NCc2cccs2)cc1OC	5%	2%	-4	-17%	1	-1%[11.6 µM]	1
CCc1nnc(NC(=O)CN2C(=O)/C(=C/c3ccc(OC)c(OC)c3)SC2=S)s1	6%	-3%	-6	-10%	3	x	x
CC(C)C(=O)SCCCCCCC(=O)Nc1nc(-c2ccccc2)cs1	4%	x	16*	x	-1	x	x
CCOC(=O)N(C)c1ccc(C(O)(C(=O)OCC)C(F)(F)F)cc1 (stereo not drawn)	3%	2%	-5	15%	-3	0%	11
Cc1cc(C)cc(Nc2nc3c(S(=O)(=O)c4ccccc4)nnn3c3ccccc23)c1	6%	4%	2	-8%	-3	-1%	9
O=C(CSC(=S)N1CCCC1)Nc1cc2c(cc1Br)OCCO2	2%	u	34	-15%	-3	-10%	4
COc1cccc(CN(C)C(=O)CCC(=O)c2cc(Br)ccc2OC)c1	x	x	x	26%	x	1%	26
CC(=O)Nc1ccc(S(=O)(=O)Nc2ccccn2)cc1	3%	-2%	-27	-7%	-4	-7%	30
Cc1ccc(S(=O)(=O)N2CCN(C(=O)CSc3nnnn3C)C2)cc1	2%	-9%	-4	-19%	-3	-19%	-27
COc1ccccc1CCNC(=O)C(=O)NCC1OCCN1S(=O)(=O)c1ccc2c(c1)OCCO2 (stereo not drawn)	x	3%	-7	133%[activator]	14	-5%	62
Cc1ccc(C(=O)Nc2nn(C)c3cccc(F)c23)cc1	3%	5%	29	-5%	18*	0%	13
CCCCN(C(=O)c1ccc(N2C(=O)c3ccccc3C2=O)cc1)c1c(N)n(CC(C)C)c(=O)[nH]c1=O	x	u	x	-9%	x	-2%	-22
COc1ccc(S(=O)(=O)Cc2ccc(C(=O)NC3CCC(C)CC3)o2)cc1 (stereo not drawn)	-5%	-15%	29	30%	-1	-4%	-17
C=CCSc1nnc(-c2ccccc2NC(C)=O)c(=O)[nH]1	-16%	-1%	-10	-6%	-4	4%	-10
CCOc1cccc(-c2csc(C3COc4ccccc4O3)n2)c1 (stereo not drawn)	7%	-10%	31	-18%	28*	-4%	97
Cc1ccccc1NC(=S)NCc1ccc(F)cc1	6%	-11%	27	-21%	1	10%	-28
Cc1ccc(NC2c3ncccc3C(=O)N2Cc2cccs2)cc1C (stereo not drawn)	0%	-6%	39	38%	6	u	-32

Next part
SMILES	Giardia FBPA inh	AmpC detergent	Shiga toxin inh	AmpC no deterg	CHX counter	AMA1 RON2 block	HCMV antiviral
COc1ccccc1OCC(=O)NCC(C)NC(=O)COc1ccccc1OC (stereo not drawn)	x	-22%	x	-7%	x	4%	-19
O=C/C(=C\Nc1ccccn1)c1nc2ccccc2o1	-25%	u	+	-19%	27*	12%	41
COc1ccc(CNC(=O)C2CCN(S(=O)(=O)c3ccc4c(c3)NC(=O)C(C)S4)CC2)cc1 (stereo not drawn)	x	2%	18	-13%	-2	5%	0
CCOC(=O)CNc1cccc(C(F)(F)F)c1	-2%	5%	-2	16%	6	9%	8
COc1ccc(/C=N/c2oc(-c3ccccc3)cc2C#N)cc1OC	u	-4%	62*	-7%	23*	16%	-103*
O=C(N/C(=C/c1ccc(Br)cc1)C(=O)N1CCOCC1)c1ccc(Br)o1	10%	-11%	-3	70%[activator]	-3	-18%	4
COc1ccccc1-c1cc(N)n[nH]1	0%	-5%	-2	83%[activator]	-2	18%	-11
CSc1ccccc1NC(=O)C1=CC(c2ccc(C)cc2)=NS(=O)(=O)N1C	-7%	-2%	19	-48%	8	0%	-27
Cc1nc(/N=C(\N)NC(=O)N2c3ccccc3Sc3ccccc32)nc2ccccc12	-3%	u	23	-6%	-3	-1%	-22
O=C(Nc1ccc(Cl)cc1)Nc1ccccn1	9%	0%	103*	-21%	41*	0%	21
CCNC(=O)c1ccccc1NC(=O)c1cccc(S(=O)(=O)N2CCC(C)CC2)c1	-3%	2%	-12	-13%	-3	8%	u
COc1ccc(Br)cc1C(=O)O	9%	-17%	25	-10%	1	20%	-5
Cc1cc(-n2c(SCC(=O)NCc3cccs3)nc3n[nH]c(C)c3c2=N)ccc1Cl	0%	-7%	26	-1%	19	3%	-10
COc1ccc(-n2nnnc2SCC(=O)N2CCCc3ccccc32)cc1OC	-3%	5%	-24	35%	-2	-4%	1
Cc1ccc(S(=O)(=O)N2c3ccccc3CC2C)cc1 (stereo not drawn)	-10%	-10%	-18	-27%	-3	5%	u
COc1cc(SC)ccc1C(=O)Nc1ccon1	1%	-11%	60*	-19%	34*	-15%	-107*
COc1ccc(S(=O)(=O)N2CCCCCC2)cc1NC(=O)CN(C)Cc1ccc2c(c1)OCO2	x	1%	x	-5%	x	32%[activator]	u
COc1ccccc1C(=O)Nc1ncc2c(n1)CC(c1ccco1)CC2=O (stereo not drawn)	-22%	u	-5	-12%	1	-9%	-84*
O=C(CSc1nnc(CCc2nc3ccccc3[nH]2)n1-c1ccccc1)NCc1ccccc1	-6%	-3%	-1	38%	4	3%	16
COCCN(C/C=C/c1ccccc1)C/C=C/c1ccccc1	u	-15%	14	32%	-1	-25%	20
NS(=O)(=O)c1cc2c(cc1Cl)NC(C1CC3C=CC1C3)NS2(=O)=O (stereo not drawn)	-4%	-13%	x	-14%	x	-3%	31
CC1CCCCN1CCCNc1ccc(C(CC(N)=O)NC(=O)Cc2ccc(Cl)cc2)cc1[N+](=O)[O-] (stereo not drawn)	-7%	u	-7	-6%	1	1%	u
COc1ccc(N(CC(=O)NCCc2ccc(S(N)(=O)=O)cc2)S(=O)(=O)c2c(C)noc2C)cc1	x	3%	3	-3%	1	10%	-29
C=C1CCC[C@]2(C)C[C@H]3OC(=O)C(CNC(C)CCCC(C)C)[C@H]3CC12 (stereo partly drawn)	5%	-5%	-10	-1%	-3	1%	-68*
Brc1ccc(CSc2ncn[nH]2)cc1	-10%	-17%	-5	-19%	-2	-12%	-11

Rewritten with each value named: 3 of the compounds above
O=C(Nc1ccc(Cl)cc1)Nc1ccccn1
- Giardia FBPA inh = 9%
- AmpC detergent = 0%
- Shiga toxin inh = 103*
- AmpC no deterg = -21%
- CHX counter = 41*
- AMA1 RON2 block = 0%
- HCMV antiviral = 21
CCNC(=O)c1ccccc1NC(=O)c1cccc(S(=O)(=O)N2CCC(C)CC2)c1
- Giardia FBPA inh = -3%
- AmpC detergent = 2%
- Shiga toxin inh = -12
- AmpC no deterg = -13%
- CHX counter = -3
- AMA1 RON2 block = 8%
- HCMV antiviral = u
COc1ccc(Br)cc1C(=O)O
- Giardia FBPA inh = 9%
- AmpC detergent = -17%
- Shiga toxin inh = 25
- AmpC no deterg = -10%
- CHX counter = 1
- AMA1 RON2 block = 20%
- HCMV antiviral = -5

Carrying on.
SMILES	Giardia FBPA inh	AmpC detergent	Shiga toxin inh	AmpC no deterg	CHX counter	AMA1 RON2 block	HCMV antiviral
O=C(CN(c1ccccn1)S(=O)(=O)c1ccccc1)Nc1ccccc1	6%	0%	2	-10%	-2	-2%	30
Cc1ccc(S(=O)(=O)N2CCC(C(=O)N[C@@H](C)C(=O)Nc3ccc4c(c3)OCO4)CC2)cc1	2%	35µM*	27	8%	6	11%	-22
CC(=O)Nc1nc(CC(=O)c2ccccc2)cs1	4%	u	16	-4%	7	10%	15
CN(C)c1ccc(C(=O)c2ccccc2C(=O)O)c(O)c1	10%	-14%	31	-12%	0	12%	17
O=C(Nc1ccc(-c2nc3ccccc3[nH]2)cc1)c1ccc(N2C(=O)CCC2=O)cc1	6%	-3%	-7	-27%	-4	-15%	17
CCN(CC)CCCNC(=O)Cn1cc2c(n1)CCC(C)C2 (stereo not drawn)	0%	-5%	-11	-6%	-5	-1%	4
CC(=O)Nc1nc(C)c(-c2csc(Nc3cccc(C(C)=O)c3)n2)s1	-29%	-13%	9	-35%	13	15%	-32
Cc1cccc(N2CCN(c3ccc(N4C(=O)CCCC4=O)cc3[N+](=O)[O-])CC2C)c1 (stereo not drawn)	-3%	0%	10	105%[activator]	-2	-22%	-17
Clc1ccc(SCCCCN2CCNCC2)cc1	16%	8%	65	-23%	39*	u	-29
O=C(NCCOc1ccccc1)c1ccc2n[nH]nc2c1	x	4%	x	-29%	x	6%	46
COc1ccc(CNc2nc3ccccc3n2CCN2CCOCC2)cc1	1%	2%	-2	-17%	-4	19%	28
COc1cccc(OC)c1C(=O)Nc1ccc(S(=O)(=O)Nc2cc(C)nc(C)n2)cc1	0%	u	-18	4%	8	-10%	4
Cc1cc(N2CCOCC2)nc2ccc(NC(=S)NCCC(C)C)cc12	-30%	-6%	17	168%[activator]	12	11%	-4
CN1C(=O)C(C)(C)c2cc(S(=O)(=O)N3CCC(C(=O)Nc4ccc(Cl)cc4)CC3)ccc21	12%	1%	-4	-9%	-2	6%	u
CC(=O)NC1=NN(C(C)=O)C(C)(c2ccc(Br)cc2)S1 (stereo not drawn)	1%	-6%	18	-14%	-1	1%	-22
CN(Cc1ccccc1)C(=O)CCSc1nc(-c2ccc3c(c2)OCO3)cc(C(F)(F)F)n1	-4%	u	7	-24%	-3	0%	-27
COCCN(C(=O)COC(=O)c1cccc2ccccc12)c1c(N)n(Cc2ccccc2)c(=O)[nH]c1=O	-16%	-7%	7	121%[activator]	-2	-1%	41
O=C(c1cnn2c(C(F)(F)F)cc(-c3ccccc3)nc12)N1CCC2(CC1)OCCO2	8%	3%	-13	-3%	-5	3%	-16
O=S(=O)(c1ccc(OC(F)(F)F)cc1)N1CCC(O)(c2cccc(C(F)(F)F)c2)CC1	-5%	-4%	3	1%	7	3%	4
O=C(Nc1cccc(CCc2ccccn2)c1)c1cc(F)c(F)cc1Cl	-3%	-14%	12	-23%	2	6%	1
